# Mtb BioA inh: M. tuberculosis BioA enzyme inhibitors, primary screen, biochemical, plate reader, single point, HTS | purified M. tuberculosis BioA enzyme | inhibition, % at 9.99 µM | 360,000 compounds, 0.096% hits | AID 602481, 2012; in the data active = inhibition above about 40%
# Numbers without * were called inactive.
# Preview (6 entries):
SMILES,Mtb BioA inh
COc1ccccc1C#Cc1ccc2c(c1)O[C@H](CN(C)Cc1ccccc1)[C@H](C)CN([C@H](C)CO)S2(=O)=O,-0.4
Cc1noc(C)c1S(=O)(=O)N(C)C[C@@H]1OCCCC[C@H](C)Oc2ccc(NS(=O)(=O)c3cccs3)cc2C(=O)N([C@@H](C)CO)C[C@H]1C,1.8
C[C@@H]1CCCCO[C@@H](CN(C)C(=O)C2CCCCC2)[C@H](C)CN([C@@H](C)CO)C(=O)c2cc(NS(=O)(=O)c3ccccc3)ccc2O1,2.5
C[C@H]1CN([C@@H](C)CO)C(=O)c2cccc(NC(=O)Nc3ccc(C(F)(F)F)cc3)c2O[C@H]1CN(C)C(=O)Nc1cccc2ccccc12,-3.3
C/C=C/c1cnc2c(c1)C(=O)N([C@@H](C)CO)C[C@H](C)[C@H](CN(C)Cc1cncnc1)O2,-2.7
CN(C)CC(=O)Nc1ccc2c(c1)[C@@H]1C[C@H](CC(=O)NCc3ccccc3F)O[C@@H](CO)[C@@H]1O2,-0.9

# This part in full, repeating the preview:
SMILES,Mtb BioA inh
COc1ccccc1C#Cc1ccc2c(c1)O[C@H](CN(C)Cc1ccccc1)[C@H](C)CN([C@H](C)CO)S2(=O)=O,-0.4
Cc1noc(C)c1S(=O)(=O)N(C)C[C@@H]1OCCCC[C@H](C)Oc2ccc(NS(=O)(=O)c3cccs3)cc2C(=O)N([C@@H](C)CO)C[C@H]1C,1.8
C[C@@H]1CCCCO[C@@H](CN(C)C(=O)C2CCCCC2)[C@H](C)CN([C@@H](C)CO)C(=O)c2cc(NS(=O)(=O)c3ccccc3)ccc2O1,2.5
C[C@H]1CN([C@@H](C)CO)C(=O)c2cccc(NC(=O)Nc3ccc(C(F)(F)F)cc3)c2O[C@H]1CN(C)C(=O)Nc1cccc2ccccc12,-3.3
C/C=C/c1cnc2c(c1)C(=O)N([C@@H](C)CO)C[C@H](C)[C@H](CN(C)Cc1cncnc1)O2,-2.7
CN(C)CC(=O)Nc1ccc2c(c1)[C@@H]1C[C@H](CC(=O)NCc3ccccc3F)O[C@@H](CO)[C@@H]1O2,-0.9
COc1ccc(NC(=O)N[C@@H]2CC[C@@H](CCNC(=O)c3ccccc3F)O[C@H]2CO)cc1,0.1
C[C@@H]1CN([C@@H](C)CO)C(=O)Cc2cc(NS(C)(=O)=O)ccc2O[C@H]1CN(C)S(=O)(=O)c1cccs1,1.1
C[C@H](CO)N1C[C@H](C)[C@H](CN(C)C(=O)CCCN(C)C)OCc2cnnn2CCCC1=O,-0.8
C[C@@H]1CN([C@H](C)CO)C(=O)Cc2cc(NC(=O)Cn3cnnn3)ccc2O[C@H]1CN(C)S(=O)(=O)c1cn(C)cn1,-1.4
COc1cccc(S(=O)(=O)Nc2ccc3c(c2)[C@@H]2C[C@@H](CC(=O)NCCc4ccccc4)O[C@H](CO)[C@@H]2O3)c1,1.8
CC(C)CC#Cc1ccc2c(c1)O[C@@H](CN(C)C(=O)Nc1ccccc1F)[C@H](C)CN([C@H](C)CO)S2(=O)=O,-2.2
O=C(c1cccnc1)N1C[C@@H]2[C@H](c3ccccc31)[C@H](CO)N2C(=O)Nc1ccc(F)cc1,4.5
Cc1noc(C)c1S(=O)(=O)Nc1ccc2c(c1)C(=O)N([C@@H](C)CO)C[C@@H](C)[C@@H](CN(C)C(=O)Nc1ccccc1)O2,-1.4
C[C@@H]1CN([C@H](C)CO)C(=O)c2cccc(NC(=O)c3ccc(-c4nccs4)cc3)c2O[C@@H]1CN(C)Cc1ccccc1,-2.6
CCCN(C)C[C@@H]1Oc2cc(C#CC(C)C)ccc2S(=O)(=O)N([C@@H](C)CO)C[C@H]1C,1.8
C[C@H](CO)N1C[C@H](C)[C@@H](CN(C)Cc2ccc(C(=O)O)cc2)Oc2ccc(N(C)C)cc2CC1=O,-2.0
O=C(CCN1CCCCC1)N[C@H]1CC[C@H](CCn2cc(-c3ccc(F)cc3)nn2)O[C@@H]1CO,-0.9
C[C@H]1CN([C@@H](C)CO)S(=O)(=O)c2ccc(C#CCN(C)C)cc2O[C@@H]1CN(C)S(=O)(=O)c1cccc(F)c1,-1.6
C[C@H]1CN([C@@H](C)CO)C(=O)c2cc(NC(=O)Cn3cnnn3)ccc2O[C@H]1CN(C)C,-2.2

# Copied from the listing for reference:
SMILES,Mtb BioA inh
COc1cccc(S(=O)(=O)Nc2ccc3c(c2)[C@@H]2C[C@@H](CC(=O)NCCc4ccccc4)O[C@H](CO)[C@@H]2O3)c1,1.8
CC(C)CC#Cc1ccc2c(c1)O[C@@H](CN(C)C(=O)Nc1ccccc1F)[C@H](C)CN([C@H](C)CO)S2(=O)=O,-2.2
O=C(c1cccnc1)N1C[C@@H]2[C@H](c3ccccc31)[C@H](CO)N2C(=O)Nc1ccc(F)cc1,4.5
Cc1noc(C)c1S(=O)(=O)Nc1ccc2c(c1)C(=O)N([C@@H](C)CO)C[C@@H](C)[C@@H](CN(C)C(=O)Nc1ccccc1)O2,-1.4

# Continuation.
SMILES,Mtb BioA inh
Cc1ccc(S(=O)(=O)Nc2ccc3c(c2)CC(=O)N([C@@H](C)CO)C[C@H](C)[C@@H](CN(C)C(=O)Nc2ccc(C(F)(F)F)cc2)O3)cc1,1.5
C/C=C/c1ccc2c(c1)O[C@@H](CN(C)C(=O)CN1CCOCC1)[C@H](C)CN([C@@H](C)CO)S2(=O)=O,3.2
COCCNC(=O)C[C@@H]1C[C@@H]2c3cc(NC(=O)c4cccnc4)ccc3O[C@@H]2[C@H](CO)O1,12
COc1ccc(C#Cc2ccc3c(c2)O[C@@H](CN(C)C(=O)NC2CCCCC2)[C@@H](C)CN([C@@H](C)CO)S3(=O)=O)cc1,-2.8
COCC(=O)N1CC[C@H]2[C@H](CO)Nc3ccc(-c4ccc(C#N)cc4)cc3[C@H]21,2.0
C[C@@H]1CN([C@H](C)CO)C(=O)c2cccc(NC(=O)c3ccncc3)c2O[C@H]1CN(C)S(=O)(=O)c1ccc(Cl)cc1,-0.9
COc1ccc(NC(=O)Nc2cccc3c2O[C@H](CN(C)C(=O)NC(C)C)[C@H](C)CN([C@@H](C)CO)C3=O)cc1,3.1
CCC(=O)N1[C@@H]2CN(S(=O)(=O)c3ccccc3)c3ccccc3[C@@H]2[C@@H]1CO,-0.2
CO[C@H](CN(C)C(=O)Nc1ccc(C(F)(F)F)cc1)[C@@H](C)CN(Cc1ccccc1Cl)[C@H](C)CO,0.7
Cc1noc(C)c1S(=O)(=O)Nc1ccc2c(c1)CC(=O)N([C@@H](C)CO)C[C@H](C)[C@H](CN(C)C)O2,-3.4
CO[C@H]1CN(C)C(=O)c2cc(NC(=O)C3CC3)ccc2OC[C@@H](C)N(C(=O)Cc2ccccn2)C[C@H]1C,-6.9
C[C@@H]1CN([C@@H](C)CO)C(=O)c2cccc(NS(=O)(=O)c3cccs3)c2O[C@H]1CN(C)S(=O)(=O)c1ccc(Cl)cc1,-1.2
CN1c2ccc(-c3cccc(F)c3)cc2[C@@H]2[C@@H](CCN2C(=O)c2ccncc2)[C@H]1CO,50*
OC[C@H]1Nc2ccc(C#Cc3ccc(F)cc3)cc2[C@@H]2[C@H]1CCN2Cc1ccc2c(c1)OCO2,-4.4
COc1ccc(CN2C[C@H](O)COC[C@H]3O[C@@H](CC(=O)N(C)C)CC[C@@H]32)cc1,-2.1
C[C@@H]1CCCCO[C@@H](CN(C)C(=O)c2ccccc2)[C@H](C)CN([C@H](C)CO)C(=O)c2cc(NS(C)(=O)=O)ccc2O1,0.4
C[C@@H]1CN([C@@H](C)CO)C(=O)c2cc(NC(=O)Cc3ccccc3)ccc2O[C@@H]1CN(C)S(=O)(=O)c1cn(C)cn1,0.4
CO[C@H](CN(C)C(=O)c1ccc2c(c1)OCO2)[C@H](C)CN([C@H](C)CO)S(=O)(=O)c1ccc(C)cc1,3.1
C/C=C/c1ccc([C@H]2[C@@H](CNC(=O)CC)N(C(=O)CC)[C@H]2CO)cc1,-2.1
CCC(=O)N(C)C[C@H]1Oc2cc(C#CC(C)C)ccc2S(=O)(=O)N([C@H](C)CO)C[C@H]1C,0.5
C[C@H](CO)N1C[C@H](C)[C@H](CN(C)C)Oc2cc(C#Cc3cccc(F)c3)ccc2S1(=O)=O,2.8
CNC[C@@H]1Oc2c(NC(=O)C3CCOCC3)cccc2C(=O)N([C@@H](C)CO)C[C@@H]1C,-1.0
CC(=O)N[C@H]1C=C[C@H](CC(=O)NCc2ccc(Cl)cc2)O[C@H]1CO,-0.6
COCC#Cc1cnc2c(c1)C(=O)N([C@@H](C)CO)C[C@@H](C)[C@@H](CN(C)Cc1ccccc1F)O2,0.8
COc1ccc(NC(=O)Nc2ccc3c(c2)CC(=O)N([C@@H](C)CO)C[C@H](C)[C@@H](CN(C)S(=O)(=O)c2ccc(F)cc2)O3)cc1,0.3
C[C@@H]1CN([C@H](C)CO)C(=O)Cc2cc(NS(=O)(=O)c3cn(C)cn3)ccc2O[C@@H]1CN(C)S(=O)(=O)c1ccc(Cl)cc1,-4.9
C[C@@H]1CCCCO[C@@H](CN(C)Cc2ccccc2)[C@@H](C)CN([C@H](C)CO)C(=O)c2cc(NC(=O)NC3CCCCC3)ccc2O1,-0.6
C[C@@H]1CN([C@@H](C)CO)C(=O)c2cc(C#CC3(O)CCCC3)cnc2O[C@@H]1CN(C)S(=O)(=O)c1ccc(F)cc1,-1.8
CCNC(=O)[C@@H]1[C@@H](CO)[C@@H]2Cn3c(cccc3=O)[C@@H]2N1C(=O)CC1CC1,1.4
C[C@@H]1CN([C@H](C)CO)C(=O)c2cccc(NS(=O)(=O)c3ccc(Cl)cc3)c2O[C@H]1CN(C)Cc1ccc(-c2ccccc2)cc1,-2.0
CNC[C@@H]1Oc2ncc(C#Cc3cccc(OC)c3)cc2C(=O)N([C@@H](C)CO)C[C@@H]1C,3.0
COc1ccc(S(=O)(=O)N[C@@H]2CC[C@@H](CC(=O)NCCc3ccncc3)O[C@H]2CO)cc1,3.4
COC(=O)C[C@@H]1C[C@H]2c3cc(NC(=O)Cc4ccncc4)ccc3O[C@H]2[C@H](CO)O1,-0.5
Cc1ccccc1-c1ccc2c(c1)O[C@@H](CN(C)C(=O)C1CC1)[C@H](C)CN([C@@H](C)CO)S2(=O)=O,1.0
OC[C@H]1[C@@H](c2ccc(/C=C/c3ccccc3)cc2)[C@@H]2CN(Cc3ccncc3)CCCCN12,-2.6
C[C@@H]1CCCCO[C@H](CN(C)C(=O)Nc2ccc(F)cc2)[C@@H](C)CN([C@@H](C)CO)C(=O)c2cc(NC(=O)CCC(F)(F)F)ccc2O1,-1.9
C[C@H](NC(=O)C[C@@H]1CC[C@H]2[C@@H](COC[C@H](O)CN2C(=O)Nc2cccc(Cl)c2)O1)c1ccccc1,-0.7
CC(C)C#Cc1cnc2c(c1)C(=O)N([C@H](C)CO)C[C@@H](C)[C@@H](CN(C)C(=O)CC1CC1)O2,1.1
Cc1ccccc1-c1ccc([C@H]2[C@@H](CO)N3CCCCN(C(=O)Nc4cccc(F)c4)C[C@H]23)cc1,-3.0
OC[C@@H]1[C@@H](c2ccc(-c3cccnc3)cc2)[C@@H]2CN(Cc3ccccn3)CCCCN12,10
C[C@@H]1CN([C@@H](C)CO)C(=O)c2cccc(NC(=O)c3ccncc3)c2O[C@@H]1CN(C)C(=O)Nc1ccc(F)cc1,2.6
Cc1ccc(S(=O)(=O)N(C)C[C@H]2Oc3ccc(NC(=O)CCCN(C)C)cc3C(=O)N([C@@H](C)CO)C[C@@H]2C)cc1,0.3
CCCC#Cc1ccc([C@H]2[C@H]3CN(Cc4ccncc4)CCCCN3[C@H]2CO)cc1,-0.2
CC=Cc1ccc2n(c1=O)C[C@@H]1[C@@H](CO)[C@H](C(=O)NCCC)[C@H]2N1C(=O)c1ccccc1 (mixture of isomers),-0.1
Cc1noc(C)c1S(=O)(=O)N(C)C[C@H]1OCCCC[C@@H](C)Oc2ccc(NS(=O)(=O)c3ccc(Cl)cc3)cc2C(=O)N([C@@H](C)CO)C[C@@H]1C,-0.5
O=C(C1CCOCC1)N1C[C@@H]2[C@H](c3ccccc31)[C@H](CO)N2C(=O)Nc1cccc(F)c1,-1.8
C[C@@H]1CCCCO[C@H](CN(C)S(=O)(=O)c2ccccc2)[C@@H](C)CN([C@H](C)CO)C(=O)c2cc(NC(=O)NC3CCCCC3)ccc2O1,0.7
C[C@@H]1CN([C@H](C)CO)C(=O)c2cc(NC(=O)c3ccncc3)ccc2O[C@@H](C)CCCCO[C@H]1CN(C)Cc1ccc(C(F)(F)F)cc1,-1.2
CO[C@@H]1CN(C)C(=O)c2cc(NC(=O)Nc3cccc(F)c3)ccc2OC[C@H](C)NC[C@H]1C,1.2
C[C@@H]1CN([C@@H](C)CO)C(=O)c2cc(C#CCN(C)C)cnc2O[C@H]1CN(C)Cc1ccccc1,-0.5
# Additional compounds follow:
SMILES,Mtb BioA inh
O=C(C[C@@H]1C=C[C@H](NS(=O)(=O)c2ccc(F)cc2)[C@H](CO)O1)NCCN1CCCCC1,-2.8
O=C(Nc1ccc2c(c1)[C@H]1C[C@H](CC(=O)N3CCOCC3)O[C@H](CO)[C@H]1O2)NC1CCCCC1,-0.4
C[C@@H]1CN([C@@H](C)CO)C(=O)c2cc(-c3cccc(C#N)c3)cnc2O[C@H]1CN(C)C,1.2
COc1ccc(S(=O)(=O)N[C@H]2CC[C@@H](CCn3cc(C(C)C)nn3)O[C@H]2CO)cc1,-0.2
CCC(=O)N1C[C@H](C)[C@@H](OC)CN(C)C(=O)c2ccc(NC(=O)Nc3ccccc3)cc2OC[C@@H]1C,0.4
C[C@@H]1CN([C@@H](C)CO)C(=O)c2cc(NC(=O)c3ccccc3)ccc2O[C@@H](C)CCCCO[C@@H]1CN(C)S(=O)(=O)c1ccc(Cl)cc1,0.1
CCC(=O)Nc1ccc2c(c1)C(=O)N(C)C[C@H](OC)[C@H](C)CN(C(=O)C1CCC1)[C@H](C)CO2,0.5
COCC(=O)N1C[C@@H](C)[C@@H](OC)CN(C)C(=O)c2cc(NC(=O)NC(C)C)ccc2OC[C@H]1C,0.2
C[C@@H]1CN([C@@H](C)CO)C(=O)c2cc(NC(=O)c3ccncc3)ccc2O[C@H]1CN(C)C(=O)Nc1ccccc1,-5.6
COc1ccc(NC(=O)N(C)C[C@@H]2Oc3ccc(NC(=O)CCC(F)(F)F)cc3C(=O)N([C@@H](C)CO)C[C@H]2C)cc1,1.0

# Screening data from PubChem.

# Only part of the results is shown. The share of hits here may be higher or lower than overall.
